# Compound activity: PubChem BioAssay, several laboratories
# XIAP displacement = XIAP antagonists, biochemical, IAP family, fluorescence polarization (AID 1018) | displacement, % at 20 µM, or IC50 in µM where a hit was titrated | 200,000 tested, 0.007% active | XIAP BIR domain, fluorescence polarization peptide displacement; higher % means a stronger effect; in the data active means displacement above about 50%; further: a part of the inactive calls stands beside numbers as strong as those of hits
# West Nile virus CPE = West Nile virus antiviral activity, cell-based, CPE readout (AID 1621); West Nile virus-infected cells, CPE inhibition; higher % means a stronger effect; CPE inhibition, % at 10 µM, or IC50 in µM where a hit was titrated; 290,000 tested, 0.02% active; in the data active means a potency from the dose series; inconclusive means CPE inhibition mostly from about 3.7% at the one dose, without a potency; inactive means the rest, 99 in 100 with CPE inhibition below about 2.2%; further: strong numbers were not always called active
# CSM14.1 death rescue = rescue of cells from ER stress-induced death, primary screen, 384-well, CSM14.1, thapsigargin, ATP luminescence (AID 1222); CSM14.1 thapsigargin-induced death rescue, ATP luminescence; higher % means a stronger effect; cellular ATP content (survival), % at 20 µM, or EC50 in µM where a hit was titrated; 190,000 tested, under 10 active;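 active means EC50 below 50 µM in the dose-response confirmation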;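 further: death triggered by thapsigargin at about 15 µM added after 2 h compound pretreatment; cell ATP read after overnight thapsigargin exposure of roughly 18 to 22 hours; normalized against plate controls of thapsigargin alone and 5% DMSO vehicle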
# RSV antiviral HEp-2 = RSV antiviral activity via CPE protection, HEp-2 cells, primary 10 µM value included (AID 2391); HEp-2 cells, RSV-induced CPE inhibition; higher % means a stronger effect; 310,000 tested, 0.13% active; one-dose CPE inhibition, % at 10 µM; IC50 in µM for titrated hits; in the data active means a potency from the dose series; inconclusive means CPE inhibition mostly from about 23% at the one dose, without a potency; inactive means the rest, 99 in 100 with CPE inhibition below about 21%; further: strong numbers were not always called active
# WT yeast gro inh = growth inhibition of WT strain, primary screen, mitochondrial fusion inhibitor project, WT and mutant strains, chemical genetic; mitochondrial fusion phenotypic screen; 190,000 tested, 2.1% active; inhibition, % at 10 µM; in the data active means inhibition above about 58%; tested in S. cerevisiae
# Large T inhibition = SV40 large T antigen inhibitors, biochemical (AID 1903); SV40 large T antigen ATPase/helicase inhibition assay; higher % means a stronger effect; inhibition, % at 20 µM; hits with a dose series show IC50 in µM; 310,000 tested, 0.39% active; in the data active means a potency from the dose series; inconclusive means inhibition mostly from about 32% at the one dose, without a potency; inactive means the rest, 99 in 100 with inhibition below about 32%; further: strong numbers were not always called active
# UTI89 phage lysis = inhibition of K1F phage lysis, E. coli UTI89, bacterial capsule biogenesis inhibitors, alamar blue (AID 488966); one-dose inhibition, % at 100 µM; IC50 in µM for titrated hits; 340,000 tested, 0.02% active; E. coli UTI89 K1F phage lysis, alamar blue, 2 h; higher % means a stronger effect;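 active means phage lysis inhibition, versus mean bacterial control, above a set limit; inconclusive means no clear call, values can overlap the other calls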;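 further: capsule biogenesis inhibitors block K1F phage lysis so surviving cells raise fluorescence; higher fluorescence means more inhibition of phage lysis; actives were called in the ten point dose series up to 300 µM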
# Yfh1-depleted yeast = enhancers of respiration in Yfh1-depleted yeast, dose response, Friedreich's ataxia, plus single-dose screen (AID 1465); fold induction at 50 µM, or EC50 in µM where a hit was titrated; 220,000 tested, 0.074% active; S. cerevisiae Yfh1-off respiration, WST-1 reduction, 72 h; higher fold induction means a stronger effect;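 active means fold induction of absorbance versus untreated yeast above a set limit, then at least 30% activation at any dose in follow-up; inconclusive means repeats straddling the limit, or above it without dose testing; inactive means fold induction below the set limit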;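 further: activators that raise dye reduction in frataxin-depleted yeast; strong numbers were not always called active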
# Dengue-2 NS5 capping = Dengue-2 NS5 methyltransferase inhibitors, primary screen, biochemical, confirmation dose response (AID 588689). Dengue-2 NS5 methyltransferase capping enzyme assay, biochemical; higher % means a stronger effect. one-dose inhibition, % at 25 µM; IC50 in µM for titrated hits. 340,000 tested, 0.3% active; in the data active means a potency from the dose series; inconclusive means inhibition above about 29% without an active follow-up result
# WT yeast gro inh mutant strain = also measured in WT yeast gro inh; calls as there; inhibition, %; mitochondrial fusion phenotypic screen, mutant strain inhibition
# Dengue-2 NS5 capping pilot replicate = recorded beside Dengue-2 NS5 capping, whose call it bears; inhibition, %; measured here: pilot screen replicate inhibition
# Active calls of the source: *; i = inactive; ? = inconclusive; · = not tested or not shown; [ ] = dose if it differs, or a comment.
SMILES,XIAP displacement,West Nile virus CPE,CSM14.1 death rescue,RSV antiviral HEp-2,WT yeast gro inh,WT yeast gro inh mutant strain,Large T inhibition,UTI89 phage lysis,Yfh1-depleted yeast,Dengue-2 NS5 capping,others
Cc1cc(C)cc(N2C(=O)CN(Cc3sccc3C)C2=S)c1,-8.8%,-1.6%,-1.1%,6.6%,9,-11,7%,0.3%[50 µM],i,1%,
Cc1ccc(SCc2nc3ccccc3n2CC(=O)Nc2c(C)cccc2C)cc1,-6.3%,-0.1%,1.3%,3.5%,-7,3,14%,1.2%,i,-3%,
CCOC(=O)c1ccc(NC(=O)C2COc3ccccc3O2)cc1 (stereo not drawn),·,-0.6%,·,1.9%,·,·,2%,0.3%,·,-3%,
O=C(CSc1nncn1-c1cccnc1)N(c1ccccc1)c1ccccc1,-12%,0.0%,-0.3%,-1.5%,9,-4,7%,-0.4%,i,-1%,
Cc1c(Cl)c([N+](=O)[O-])nn1CC(=O)NC1CCCCC1,-5.4%,-0.1%,-0.5%,0.6%,1,7,2%,0.3%,i,-3%,
CN(CC(O)COC(c1ccccc1)c1ccccc1)C1CCCCC1 (stereo not drawn),-4.5%,-1.6%,-2.5%,-0.6%,13,-15,1%,1.1%,i,0%,
COc1ccc(CCn2c(=O)c3cccnc3n(Cc3cccc([N+](=O)[O-])c3)c2=O)cc1OC,-7.5%,-0.6%,1.4%,1.1%,-11,-19,5%,0.4%,i,-2%,
CCOc1ccccc1CNS(=O)(=O)c1ccc2[nH]c(=O)sc2c1,-7.5%,-0.1%,-1.6%,0.7%,-15,-47,4%,-4.1%,i,-4%,
O=C1c2cccc([N+](=O)[O-])c2C(=O)N1C1CCCCC1,·,-0.1%,·,1.6%,·,·,14%,0.0%,·,-9%,Dengue-2 NS5 capping pilot replicate=-4.9
CC(Nc1cc(=O)n(C)c(=O)[nH]1)c1ccccc1 (stereo not drawn),-3.7%,0.4%,-1.6%,-0.6%,-9,-1,7%,0.1%,i,4%,
COc1cccc(CN(C(=O)CN2C(=O)c3ccccc3S2(=O)=O)C(C(=O)NCC2CCCO2)c2ccco2)c1 (stereo not drawn),·,0.1%,·,0.7%,·,·,4%,0.6%,·,-12%,
COC(=O)/C=C1/SC(=NC(=O)c2cccc([N+](=O)[O-])c2)NC1=O,·,-0.9%,·,5.0%,·,·,22%,-0.2%,·,0%,
O=C(O)CSc1c2c(nc3cc(C(=O)Nc4ccc(F)c(Cl)c4)ccc13)CCCC2,·,-0.1%,·,4.5%,·,·,1%,-0.1%,·,-4%,
O=C1NCC(COc2cccc3ccccc23)O1 (stereo not drawn),0.4%,-0.2%,0.7%,22%,-15,-7,2%,6.8%,i,1%,
Cc1nc(-c2ccc3c(c2)OCO3)cs1,-2.7%,0.1%,-0.7%,1.8%,6,6,-1%,1.6%,i,-6%,
CCCCn1c2c(c(=O)n(C)c1=O)C(CC(=O)OCC(=O)Nc1cccc(C(F)(F)F)c1)C(=O)N2 (stereo not drawn),-4.7%,0.4%,0.2%,0.0%,13,6,-3%,2.5%[50 µM],i,20%,
CCN(CC)CCOC(=O)c1ccc(N/C=C(/C#N)c2nc(-c3ccc(OC)cc3)cs2)cc1,·,0.3%,·,-3.2%,·,·,10%,0.0%,i,2%,
CC#CCN1c2ccccc2[C@]23C[C@@H](C(=O)OC)N(C(=O)c4ccco4)C2=NC(C(=O)OC)=C(C(=O)OC)[C@H]13,·,0.9%,·,1.0%,·,·,5%,0.9%,i,0%,
CCOC(=O)Cc1csc(SCc2nc3sc4c(c3c(=O)[nH]2)CCC4)n1,-8.2%,0.0%,8.9%,3.0%,-10,-5,10%,2.2%,i,-8%,
CCc1cc2c(=O)c(-c3ccc(F)cc3)c(C)oc2cc1OCC(=O)O,-5.7%,0.5%,-0.7%,1.4%,2,-3,6%,1.7%,i,-11%,
COc1cc(OC)c(OC)cc1/C=N/Nc1nc2ccccc2[nH]1,·,-0.3%,·,·,·,·,9%,-0.2%,i,-2%,
COc1ccc(-c2c(C)nn3c(N4CCC(C(=O)N5CCCCC5)CC4)cc(C)nc23)cc1OC,·,0.1%,·,9.3%,·,·,·,0.0%,i,-6%,
Clc1ccc2ncc(-c3nnnn3-c3ccccc3)c(-c3ccccc3)c2c1,-24%,0.5%,-1.3%,11%,70*,15*,6%,0.1%,i,-5%,
CCOC(=O)c1[nH]c2ccccc2c1NC(=O)CN1CCCCC1,-4.4%,0.4%,4.1%,1.7%,1,12,1%,1.2%,i,·,
COc1ccc(N2CCC(CNC(=S)Nc3cccc(OC)c3)C2)cc1 (stereo not drawn),-7.9%,-0.7%,1.2%,2.9%,19,9,19%,·,i,·,
CCOC(=O)C1C(=O)OC(C)(C)C1C(C)C(=O)c1ccc(C)cc1 (stereo not drawn),-5.7%,-0.8%,6.2%,0.3%,1,2,3%,0.0%,i,2%,
CCCc1cc2c(=O)c(-c3ccc4c(c3)OCCO4)coc2cc1OS(C)(=O)=O,-2.0%,-0.8%,-1.5%,?,4,-6,8%,2.2%,i,-5%,
N#Cc1ccc2ccn(CC(=O)NC3CCCCC3)c2c1,-7.9%,-0.8%,1.3%,1.9%,-5,10,?,0.4%,i,-3%,Dengue-2 NS5 capping pilot replicate=-0.9
CCCn1c2ccccc2c2nnc(SCC(=O)Nc3ncccn3)nc21,3.6%,-0.2%,·,2.2%,0,9,11%,-0.4%,i,1%,
CCc1ccc(OCC2NCCc3cc(OC)c(OC)cc32)cc1 (stereo not drawn),·,0.1%,·,-0.7%,·,·,13%,0.1%,·,-1%,
COc1cccc(-c2noc(CCC(=O)Nc3cccnc3)n2)c1,1.0%,0.4%,-0.3%,17%,-14,-1,10%,11%,i,1%,
CC1CCN(S(=O)(=O)c2ccc3c(c2)c(=O)c(C(=O)NC2CCCC2)cn3C)CC1,-5.2%,0.2%,-0.5%,1.1%,-3,7,2%,0.2%,i,-4%,Dengue-2 NS5 capping pilot replicate=-5.6
Cn1c(CCNC(=O)c2ccccc2Cl)n[nH]c1=S,-1.8%,0.4%,-3.5%,2.8%,-3,-40,4%,-0.1%,i,-13%,
CCOC(=O)c1cc(-c2ccc(F)cc2)n(CC(=O)NC(C)CC)c1C (stereo not drawn),3.0%,-1.1%,1.4%,1.8%,-9,12,3%,0.2%,i,-7%,
COCCCN(C(=O)c1cc(-c2ccco2)nc2ccccc12)c1c(N)n(Cc2ccccc2)c(=O)[nH]c1=O,·,·,·,-0.5%,·,·,31%,-0.7%[50 µM],·,-6%,
O=C(c1ccccc1)N1CCN(C(=O)c2cc3nc(-c4ccccc4)cc(C(F)(F)F)n3n2)CC1,·,0.7%,·,1.1%,·,·,-7%,-0.3%,·,-8%,
Cc1ccc2[nH]c(=O)c3cc(C(=O)N(C)C4CCCCC4)sc3c2c1,·,-1.1%,·,-0.7%,·,·,1%,0.1%,·,12%,
CC1=C(/C=C/C(C)=C/C=C/C(C)=C\C(=O)O)C(C)(C)CCC1,·,0.9%,·,1.0%,·,·,27%,-16%,i,-10%,
O=C(CCCCCCN1C(=O)c2ccccc2C1=O)Nc1nccs1,3.9%,-0.2%,1.7%,1.3%,-8,-20,1%,2.2%,·,-2%,
COc1ccc(Cc2nc3ccc(C(=O)NC(C)C)cc3o2)cc1,·,-0.6%,·,1.8%,·,·,4%,-0.7%,·,-11%,

# For convenience, part of the list above:
SMILES,XIAP displacement,West Nile virus CPE,CSM14.1 death rescue,RSV antiviral HEp-2,WT yeast gro inh,WT yeast gro inh mutant strain,Large T inhibition,UTI89 phage lysis,Yfh1-depleted yeast,Dengue-2 NS5 capping,others
O=C(CCCCCCN1C(=O)c2ccccc2C1=O)Nc1nccs1,3.9%,-0.2%,1.7%,1.3%,-8,-20,1%,2.2%,·,-2%,
COc1ccc(Cc2nc3ccc(C(=O)NC(C)C)cc3o2)cc1,·,-0.6%,·,1.8%,·,·,4%,-0.7%,·,-11%,

# Later entries.
SMILES,XIAP displacement,West Nile virus CPE,CSM14.1 death rescue,RSV antiviral HEp-2,WT yeast gro inh,WT yeast gro inh mutant strain,Large T inhibition,UTI89 phage lysis,Yfh1-depleted yeast,Dengue-2 NS5 capping,others
c1ccc(NCc2nc3ccccc3n2CCOc2ccccc2)cc1,-1.0%,-1.4%,0.8%,0.4%,77*,45*,4%,2.7%,i,-4%,
CCCCn1c(N)c(N(CCC(C)C)C(=O)C2CCCO2)c(=O)[nH]c1=O (stereo not drawn),·,·,·,-0.5%,·,·,9%,0.7%[50 µM],·,-1%,
Cc1ccc(NC(=O)c2ccc3c(c2)nnn3C)cc1,-0.7%,0.0%,8.3%,2.6%,0,-22,1%,0.2%,i,-9%,
CCOc1ccc2nc(/N=C/c3nc(-c4ccc(Br)cc4)oc3O)sc2c1,-1.3%,-0.5%,-3.0%,2.7%,-21,3,12%,i,i,?,
CC(=O)Nc1ccc(S(=O)(=O)N(CCO)Cc2ccccc2)cc1,-1.9%,0.1%,-0.9%,4.4%,1,-10,-5%,1.7%,i,-11%,
CCC(C)C(NC(=O)C1CCC(C)CC1)C(=O)NC(C(=O)OC)C(C)C (stereo not drawn),-2.8%,-0.1%,-1.3%,-0.6%,-11,-9,-3%,0.3%,i,-4%,
Nc1nc2c([N+](=O)[O-])cccc2s1,-3.9%,-0.4%,-0.8%,2.1%,-2,4,6%,0.4%,i,-2%,
CCOC(=O)c1sc(=S)n(-c2ccc(OC)cc2)c1C,·,-0.1%,·,1.9%,·,·,6%,·,i,·,
CNCc1ccccc1Sc1ccc(O)c(O)c1,-0.4%,0.0%,-1.0%,7.6%,-11,2,-1%,9.6%[50 µM],i,21µM*,
COc1ccccc1NC(=O)COC(=O)CN1C(=O)C(=O)c2ccccc21,·,-0.1%,·,1.6%,·,·,10%,0.6%,·,-12%,
O=C(O)CC(CC(=O)Nc1ccc(C(=O)O)cc1)c1ccccc1 (stereo not drawn),·,0.4%,·,2.1%,·,·,5%,1.0%[50 µM],i,-7%,
O=C1c2ccccc2C(=O)N1c1ncc(Cc2ccc(Cl)cc2)s1,-4.1%,-0.5%,-2.2%,1.1%,1,-23,9%,1.3%,i,-1%,
CCCOc1ccc(CC(CC(=O)O)(C(=O)O)C(=O)O)cc1,-4.1%,0.4%,0.5%,-1.2%,-7,-1,13%,0.0%,i,4%,
CCn1nc(C(=O)Nc2ccccc2C)c(Cl)c1Cl,-4.0%,-0.7%,1.1%,2.5%,0,16,0%,0.1%,i,-4%,
Cc1ccc(NC(=O)CSc2nnc(-c3cnccn3)n2Cc2ccco2)cc1C,-3.0%,-0.7%,-3.5%,1.4%,-14,-8,21%,0.2%,i,-6%,
O=C(CS(=O)(=O)c1ccc(C(F)(F)F)cn1)NNC(=O)c1ccccc1,·,0.2%,·,0.8%,·,·,4%,1.3%,i,-2%,
